Screens as filed in PubChem BioAssay.
Salmonella PhoP GFP: PhoP regulon inhibitors, Salmonella typhi PhoP promoter GFP reporter, confirmatory (AID 1850) | Salmonella Typhi PhoP-promoter GFP reporter, fluorescence, 4 h; higher % means a stronger effect | one-dose inhibition, % at 50 µM; IC50 in µM for titrated hits | hit rate 0.33% among 310,000; in the data active = a potency from the dose series; inconclusive = inhibition mostly from about 25% at the one dose, without a potency; inactive = the rest, 99 in 100 with inhibition below about 19%;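 also: 0% = induced wells with vehicle and 100% = uninduced wells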
influenza NS1A: NS1A inhibition, H1N1 influenza, cell based functional assay (AID 504329); NS1A functional cell-based assay, percent inhibition; higher % means a stronger effect; inhibition, % at 12.5 µM, or IC50 in µM where a hit was titrated; hit rate 0.3% among 340,000; in the data active = a potency from the dose series; inconclusive = inhibition above about 27% without an active follow-up result; also: strong numbers were not always called active
tuberculosis growth: growth inhibition of non-replicating M. tuberculosis (AID 488890) | Mycobacterium tuberculosis non-replicating, growth inhibition; higher % means a stronger effect | one-dose inhibition, % at 25 µM; IC50 in µM for titrated hits | hit rate 0.39% among 320,000; in the data active = a potency from the dose series; inconclusive = inhibition mostly from about 82% at the one dose, without a potency; inactive = the rest, 99 in 100 with inhibition below about 76%;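 also: plate controls were DMSO cells for no effect and high antibiotic wells for full effect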
inhibitors of VEEV: inhibitors of VEEV TC-83 cytopathic effect, confirmation, Vero cells (AID 588727) | Vero cells, VEEV TC-83 cytopathic effect inhibition; higher % means a stronger effect | inhibition, % at 20 µM; hits with a dose series show IC50 in µM | hit rate 0.13% among 350,000; in the data active = a potency from the dose series; inconclusive = inhibition mostly from about 14% at the one dose, without a potency; inactive = the rest, 99 in 100 with inhibition below about 12%; also: strong numbers were not always called active
M. tuberculosis HTS: M. tuberculosis growth inhibition, HTS (AID 449762); one-dose inhibition, % at 25 µM; IC50 in µM for titrated hits; hit rate 0.59% among 330,000; M. tuberculosis H37Rv growth inhibition, 7H9 media; higher % means a stronger effect; in the data active = a potency from the dose series; inconclusive = inhibition above about 70% without an active follow-up result;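 also: bacterial growth assessed after seven days of incubation; strong numbers were not always called active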
inhibitors of VEEV 10K pilot screen: recorded beside inhibitors of VEEV, whose call it bears; inhibition, %; measured here: 10K pilot screen inhibition
* marks the source's active call; other numbers are inactive results; i = inactive; ? = inconclusive; / = not tested or not shown.

SMILES	Salmonella PhoP GFP	influenza NS1A	tuberculosis growth	inhibitors of VEEV	M. tuberculosis HTS	others
CCCCNC(=O)C1c2cc(OC)c(OC)cc2C(=O)N(C)C1c1ccc(OC)cc1 (stereo not drawn)	3%	7%	0%	1.4%	-4%	inhibitors of VEEV 10K pilot screen=1.0
CCN1CCN(C2=C(NS(=O)(=O)c3ccc(NC(C)=O)cc3)C(=O)c3ccccc3C2=O)CC1	-16%	10%	17%	i	6%
CC([NH2+][O-])C(C)(C)NO (stereo not drawn)	1%	-6%	6%	0.6%	-1%
O=[N+]([O-])c1cccc(CN2CCCCCC2)c1	5%	-6%	4%	i	-1%
O=C(NCC1CCCO1)C1CCCN1C(=O)Nc1ccc(Cl)cc1 (stereo not drawn)	-3%	-3%	-9%	0.0%	-3%
CCCN(C(=O)COC(=O)c1cc(CC)c(C)s1)c1c(N)n(Cc2ccccc2)c(=O)[nH]c1=O	4%	-8%	14%	9.0%	2%
O=C(COC(=O)c1cnc(Cl)c(Cl)c1)NCc1ccco1	7%	4%	54%	0.9%	1%
COc1ccc(NC(=O)CSc2nnc(-c3ccccn3)n2N)cc1	-1%	1%	25%	0.9%	9%	inhibitors of VEEV 10K pilot screen=0.3
CCOc1cc(-c2cc(-c3ccccc3)nc(N)c2C#N)ccc1O	-4%	-12%	21%	6.0%	4%
CC(=O)Nc1ccc(N2C(=O)CC(Sc3nc4ccccc4s3)C2=O)cc1 (stereo not drawn)	12%	-12%	26%	0.2%	-1%
COc1ccc(-n2cc(CNCc3cnc4ccccn34)c(-c3cccc(F)c3)n2)cc1	11%	7%	66%	6.9%	?
COc1ccc(COC(=O)C2=C(C)NC(=O)NC2c2ccccc2)cc1 (stereo not drawn)	-2%	-2%	8%	5.7%	6%
CC(OC(=O)c1cccc(S(=O)(=O)N2CCCCC2)c1)C(=O)NC1CCCCC1C (stereo not drawn)	4%	-5%	13%	3.0%	-20%
O=C(C=C(C(=O)c1ccccc1)c1ccccc1)c1ccccc1	/	8%	/	i	/
CC1=C(C(=O)Nc2ccccc2)C(c2ccccc2)N2C(=O)CSC2=N1 (stereo not drawn)	-1%	15%	1%	1.7%	-10%
Cc1ccc(C)c(NC(=O)C(=O)NCCCN2CCOCC2)c1	4%	-18%	-1%	6.7%	8%
COc1ccccc1NC(=O)CC(=O)CSc1nnc(-c2ccc(C)cc2)n1C	4%	5%	41%	6.6%	-12%
CC(C)Cn1c(CN(C)Cc2ccccc2)nc2c1c(=O)n(C)c(=O)n2C	-2%	-5%	-5%	2.7%	-3%
O=C(Cc1ccccc1)Nc1ccc(NC(=O)c2ccccc2)c(Cl)c1	-4%	-1%	48%	1.1%	0%
NC(=O)CC[C@H](NC(=O)[C@H](Cc1ccccc1)n1c(=O)[nH]c2ccccc2c1=O)C(=O)N1CCC[C@H]1C(=O)O	-11%	-2%	-11%	1.4%	-9%
CCOC(=O)N1CCC2(CC1)C(C(=O)C13CC4CC(CC(C4)C1)C3)C2(C#N)C#N (stereo not drawn)	2%	-6%	45%	0.6%	-4%
COc1ccc(C(C)NC(=O)C2CCCC2)cc1OC (stereo not drawn)	4%	7%	11%	0.5%	2%
CCC(CC)NC(=O)Nc1ccccc1C(F)(F)F	-7%	-4%	-3%	4.8%	-4%
CCOc1ccc(CC2c3cc(OCC)c(OCC)cc3CCN2C(=O)CN2CCN(C)CC2)cc1OCC (stereo not drawn)	-5%	8%	15%	i	-3%
CCCC(=O)Nc1ccc(Cl)c(NC(=O)c2cccc(OC)c2)c1	-6%	-7%	-20%	1.2%	2%
O=C(N/N=C/c1ccc2c(c1)OCO2)c1cc(-c2ccc(F)cc2)nc2ccccc12	-2%	-2%	-8%	2.1%	-12%
CN(C)CCCNc1ncnc2sc(-c3ccccc3)cc12	13%	-26%	39%	5.8%	10%
COc1cc(OC)c(OC)cc1CN1CCCC(C(=O)N2CCCCC2)C1 (stereo not drawn)	4%	-6%	-3%	i	0%
CC(C)CNc1nc2c(c(=O)n(C)c(=O)n2C)n1Cc1cccc(Br)c1	0%	7%	2%	3.0%	-6%
CC(C)C(NC(=O)C(C(C)C)N(C)C)C(=O)N(C)C(C(=O)N1CCCC1C(=O)N1CCCC1C(=O)NCc1ccccc1)C(C)C (stereo not drawn)	/	11%	/	11%	/
Cc1ccc2nc(-c3cccc(-c4cccc(Cl)c4)c3)c(NCc3ccccc3)n2c1	-8%	9%	34%	4.5%	?
C(=N\n1c2ccccc2c2ccccc21)/c1ccccc1	-7%	6%	5%	2.1%	9%
CCOc1ccc(C=O)cc1CN1CCCCC1	4%	2%	15%	0.2%	2%
CCOC(=O)c1c(-c2ccccc2)csc1NC(=O)COc1ccc2c(C)cc(=O)oc2c1	8%	-4%	7%	1.0%	2%
CN(C)CCN1C(=O)C(O)=C(C(=O)c2cc3ccccc3o2)C1c1ccc(N(C)C)cc1 (stereo not drawn)	-16%	-3%	/	i	-1%
CC(=O)C1=C(O)C(=O)N(C2CCCCC2)C1c1ccccc1 (stereo not drawn)	-10%	-26%	11%	1.2%	-13%

Pulled by structure from above, seven records:
SMILES	Salmonella PhoP GFP	influenza NS1A	tuberculosis growth	inhibitors of VEEV	M. tuberculosis HTS	others
CCOC(=O)c1c(-c2ccccc2)csc1NC(=O)COc1ccc2c(C)cc(=O)oc2c1	8%	-4%	7%	1.0%	2%
CCCC(=O)Nc1ccc(Cl)c(NC(=O)c2cccc(OC)c2)c1	-6%	-7%	-20%	1.2%	2%
O=C(COC(=O)c1cnc(Cl)c(Cl)c1)NCc1ccco1	7%	4%	54%	0.9%	1%
CCOc1cc(-c2cc(-c3ccccc3)nc(N)c2C#N)ccc1O	-4%	-12%	21%	6.0%	4%
CC(C)Cn1c(CN(C)Cc2ccccc2)nc2c1c(=O)n(C)c(=O)n2C	-2%	-5%	-5%	2.7%	-3%
CCOc1ccc(C=O)cc1CN1CCCCC1	4%	2%	15%	0.2%	2%
COc1ccc(NC(=O)CSc2nnc(-c3ccccn3)n2N)cc1	-1%	1%	25%	0.9%	9%	inhibitors of VEEV 10K pilot screen=0.3

Continuation:
SMILES	Salmonella PhoP GFP	influenza NS1A	tuberculosis growth	inhibitors of VEEV	M. tuberculosis HTS	others
O=C(CCN1C(=O)/C(=C/C=C/c2ccccc2)SC1=S)Nc1nc2ccccc2s1	-10%	10%	25%	2.4%	16%
Cc1ccc(S(=O)(=O)N2CC=C(C(=O)NCc3ccc(F)cc3)CC2)cc1	-4%	-2%	/	4.0%	6%
O=C(CSc1ccccc1C(=O)O)NC12CC3CC(CC(C3)C1)C2	7%	-9%	-8%	0.0%	-13%
Cc1cc(NS(=O)(=O)c2ccc(NC(=O)NC(C)(C(F)(F)F)C(F)(F)F)cc2)no1	-6%	0%	59%	0.5%	1%
CCN(CC)c1ccc(C(=O)OCc2cc(=O)oc3cc(O)ccc23)cc1	5%	13%	-9%	8.9%	-9%
COc1cc(C=C2C(=O)c3ccccc3C2=O)ccc1O	-3%	-21%	7%	0.2%	5%
CC1(C)CC(=O)C=C(Nc2ccc(S(N)(=O)=O)cc2)C1	-6%	-1%	-2%	1.8%	-7%
O=C(CCNC(=O)c1ccccc1)Nc1cccnc1	9%	-6%	-12%	0.1%	0%
CCCCCC(=O)N/N=C/c1ccco1	5%	-4%	-34%	i	-8%
CCOC(=O)c1cncc(C#CCO)c1	1%	-4%	18%	3.5%	-4%
CSc1ccc(CNC(=O)C2CCC(=O)N(CCc3cccc(F)c3)C2)cc1 (stereo not drawn)	-16%	-2%	44%	0.8%	-5%
OCC[C@H]1C[C@H](O)[C@@H](O)[C@@]2(CCCc3ccccc3O2)O1	9%	-8%	-14%	0.2%	-11%

3 compounds from above, ordered by molecular weight, high to low.
SMILES	Salmonella PhoP GFP	influenza NS1A	tuberculosis growth	inhibitors of VEEV	M. tuberculosis HTS	others
CCOC(=O)N1CCC2(CC1)C(C(=O)C13CC4CC(CC(C4)C1)C3)C2(C#N)C#N (stereo not drawn)	2%	-6%	45%	0.6%	-4%
CCOc1cc(-c2cc(-c3ccccc3)nc(N)c2C#N)ccc1O	-4%	-12%	21%	6.0%	4%
CC1(C)CC(=O)C=C(Nc2ccc(S(N)(=O)=O)cc2)C1	-6%	-1%	-2%	1.8%	-7%

The main list resumes; the 3 compounds before the break are reprinted first.
SMILES	Salmonella PhoP GFP	influenza NS1A	tuberculosis growth	inhibitors of VEEV	M. tuberculosis HTS	others
CCOC(=O)c1cncc(C#CCO)c1	1%	-4%	18%	3.5%	-4%
CSc1ccc(CNC(=O)C2CCC(=O)N(CCc3cccc(F)c3)C2)cc1 (stereo not drawn)	-16%	-2%	44%	0.8%	-5%
OCC[C@H]1C[C@H](O)[C@@H](O)[C@@]2(CCCc3ccccc3O2)O1	9%	-8%	-14%	0.2%	-11%
O=C(CCNC(=O)c1ccccc1Cl)NN1C(=O)NC2(CCCCC2)C1=O	13%	-13%	-7%	1.0%	-3%
COc1ccc(C2(C(=O)Nc3ccc(C(=O)N4CCOCC4)cc3)CCOCC2)cc1	-5%	4%	23%	1.1%	-6%
CCOC(=O)c1ccc(NC(=S)NCCc2ccc(F)cc2)cc1	-9%	/	?	0.2%	42µM*
Cc1cc(C)nc(NC(=O)Nc2ccc(F)cc2F)n1	1%	-5%	-7%	1.8%	8%
Cc1cc(S(=O)(=O)N2CCOCC2)ccc1NC(=O)c1ccc(F)cc1	10%	-8%	2%	0.2%	-1%
CCOC(=O)C1CCN(C(=O)c2cc3ccc(OC)cc3[nH]2)CC1	-12%	20%	13%	1.3%	-2%
CCCCCOc1ccc(/C(C)=N/NC2=NCCN2)cc1	9%	1%	28%	48%	8%
CCOC(=O)C(N)CSC1CC(=O)N(CCc2ccccc2)C1=O (stereo not drawn)	-7%	1%	?	i	6%
Cc1cccc(N(Cc2ccccc2)C(=O)CCl)c1	/	-18%	/	?	/
Cc1cccc(N2CC(C)Cn3c2nc2c3c(=O)n(CC(=O)OCc3ccccc3)c(=O)n2C)c1 (stereo not drawn)	-1%	2%	5%	12%	-1%
Cc1nc2ccccc2n1C(=O)c1ccc(Cl)cc1[N+](=O)[O-]	-1%	-6%	2%	0.5%	6%
C/C(=N\NC(=O)c1c(Br)c(C)nn1C)c1cccc(NC(=O)C2CCC2)c1	-4%	-1%	13%	8.4%	-8%

Compounds from the list above that contain a CF3 group:
SMILES	Salmonella PhoP GFP	influenza NS1A	tuberculosis growth	inhibitors of VEEV	M. tuberculosis HTS	others
CCC(CC)NC(=O)Nc1ccccc1C(F)(F)F	-7%	-4%	-3%	4.8%	-4%
Cc1cc(NS(=O)(=O)c2ccc(NC(=O)NC(C)(C(F)(F)F)C(F)(F)F)cc2)no1	-6%	0%	59%	0.5%	1%

Following part.
SMILES	Salmonella PhoP GFP	influenza NS1A	tuberculosis growth	inhibitors of VEEV	M. tuberculosis HTS	others
O=S(=O)(Nc1ccc(N2CCCCC2)cc1)c1cccc2cccnc12	3%	13%	-4%	3.6%	0%
CCN1C[C@@H]2[C@@H]3C(=O)N(Cc4ccccc4)C(=O)[C@@H]3[C@](CC)(C(=O)OC)N2C1=NC1CCCCC1	/	-29%	/	0.7%	/
Cc1ccc(NC(=O)COC(=O)c2ccccc2Cl)cc1S(=O)(=O)N(C)C	-10%	-5%	29%	0.8%	2%
Cc1occc1C(=O)N/N=C/c1sc(N2CCOCC2)nc1-c1ccccc1	-2%	2%	-20%	2.1%	-3%
CSCCC(NC(=O)C1CCC(C)CC1)C(=O)NCCN1CCOCC1 (stereo not drawn)	-15%	0%	-3%	i	3%
COc1cc2c(C(=O)NC3CCCCCC3)cn(C)c(=O)c2cc1OC	2%	-8%	6%	1.3%	6%
CC1Cc2ccccc2N1Cc1nc2scc(-c3cccs3)c2c(=O)[nH]1 (stereo not drawn)	0%	8%	17%	i	4%
Cc1cccc(-n2c(C)n[nH]c2=S)c1	-6%	-2%	3%	i	1%
CC(CNC(=O)COC(=O)c1ccco1)c1ccccc1 (stereo not drawn)	/	-4%	5%	0.4%	-1%
Cc1nnsc1C(=O)NC1CCCc2c1cnn2-c1ccc(F)cc1F (stereo not drawn)	-3%	5%	1%	1.8%	7%
COc1ccc(N2CCN(C(c3cccs3)C(C)NS(C)(=O)=O)CC2)cc1 (stereo not drawn)	-6%	3%	11%	0.6%	6%
O=[N+]([O-])c1cc(C(F)(F)F)ccc1NCCc1c[nH]c2ccc(O)cc12	15%	13%	76%	i	-1%
COC(=O)CN(c1nc(C)cc(OC)n1)S(=O)(=O)c1ccc(C)cc1	7%	-4%	17%	4.1%	1%
Cc1ccc(C(=O)c2c3ccc(C(F)(F)F)cc3[n+]([O-])n2CCCN)cc1	16%	14%	28%	1.2%	10%
